FBW7 activator – activators of human E3 ligase FBW7. AlphaScreen FBW7–phospho-cyclin E peptide binding, activator screen. Q969H0. 650,000 tested, 0.13% active. normalized activity (activation), % at 26.1 µM; in the data active means normalized activity above about 1.9%;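 further: purified mutant Fbw7 with reduced substrate affinity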
Target sequence (Q969H0 whole entry, looked up): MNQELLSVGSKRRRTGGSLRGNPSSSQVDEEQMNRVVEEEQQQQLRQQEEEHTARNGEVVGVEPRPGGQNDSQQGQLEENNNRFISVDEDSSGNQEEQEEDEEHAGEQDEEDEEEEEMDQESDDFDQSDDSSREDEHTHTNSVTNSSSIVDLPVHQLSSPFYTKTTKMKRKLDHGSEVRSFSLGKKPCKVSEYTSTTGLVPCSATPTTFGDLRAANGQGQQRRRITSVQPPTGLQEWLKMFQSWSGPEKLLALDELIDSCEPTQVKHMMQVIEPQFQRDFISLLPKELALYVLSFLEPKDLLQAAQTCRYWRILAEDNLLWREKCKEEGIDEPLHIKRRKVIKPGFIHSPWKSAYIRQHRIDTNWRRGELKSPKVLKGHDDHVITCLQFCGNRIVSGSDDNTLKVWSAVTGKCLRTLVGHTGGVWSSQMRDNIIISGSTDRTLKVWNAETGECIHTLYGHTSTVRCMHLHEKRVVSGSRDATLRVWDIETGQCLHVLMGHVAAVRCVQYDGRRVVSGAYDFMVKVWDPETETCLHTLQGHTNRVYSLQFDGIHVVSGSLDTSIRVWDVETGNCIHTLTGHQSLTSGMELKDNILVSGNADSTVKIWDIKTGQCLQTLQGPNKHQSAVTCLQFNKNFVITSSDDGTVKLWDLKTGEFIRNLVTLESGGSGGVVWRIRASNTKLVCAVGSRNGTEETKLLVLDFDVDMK
GPR151 activ – human GPR151 activation; Q8TDV0; PathHunter beta-arrestin GPR151 cells, luminescence; activation, % at 11.2 µM; 650,000 tested, 1% active; AID 1508602; in the data active means activation above about 4.9%;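 further: 0% = median of compound wells and 100% = cells with positive control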
Target sequence (Q8TDV0 whole entry, looked up): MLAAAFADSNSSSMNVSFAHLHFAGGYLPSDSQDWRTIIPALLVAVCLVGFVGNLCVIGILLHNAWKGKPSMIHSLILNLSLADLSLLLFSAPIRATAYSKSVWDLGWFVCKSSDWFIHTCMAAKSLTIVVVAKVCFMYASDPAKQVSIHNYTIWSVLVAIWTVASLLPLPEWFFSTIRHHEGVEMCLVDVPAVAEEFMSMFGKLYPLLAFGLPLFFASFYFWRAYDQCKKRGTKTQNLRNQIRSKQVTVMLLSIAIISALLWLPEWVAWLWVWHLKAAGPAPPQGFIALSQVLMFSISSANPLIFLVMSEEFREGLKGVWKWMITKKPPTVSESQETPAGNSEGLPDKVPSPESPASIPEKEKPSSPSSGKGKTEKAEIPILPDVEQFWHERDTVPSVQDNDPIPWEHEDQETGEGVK
TEAD-YAP block – TEAD-YAP interaction inhibition. HEK-TIYL cells, TEAD-Gal4/YAP UAS-luciferase luminescence. inhibition, % at 9.12 µM. 640,000 tested, 1.4% active; in the data active means inhibition above about 32%;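 further: 0% = median of test compound wells and 100% = reference inhibitor wells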
MITF inh – inhibitors of human MITF | O75030 | AlphaScreen MITF homodimerization, bead proximity signal | inhibition, % at 2.6 µM | 650,000 tested, 0.91% active; in the data active means inhibition above about 50%;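 further: 0% = vehicle wells with protein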
* marks the source's active call; other numbers are inactive results.

Start of the listing, in advance, two compounds:
SMILES | FBW7 activator | GPR151 activ | TEAD-YAP block | MITF inh
CS(=O)(=O)N(CC(=O)NCc1ccccn1)c1cccc(F)c1 | -0.1 | 0.8 | 6 | 1
CCOC(=O)N1CCN(C(=S)NC(=O)/C=C/c2cccs2)CC1 | -0.2 | -1.4 | -10 | 11

The whole of this part (from the top)
SMILES | FBW7 activator | GPR151 activ | TEAD-YAP block | MITF inh
CS(=O)(=O)N(CC(=O)NCc1ccccn1)c1cccc(F)c1 | -0.1 | 0.8 | 6 | 1
CCOC(=O)N1CCN(C(=S)NC(=O)/C=C/c2cccs2)CC1 | -0.2 | -1.4 | -10 | 11
COc1ccc(Nc2ncnc3c2oc2ccccc23)cc1 | 0.0 | -2.9 | -58 | 28
CCc1ccc(N2C(=O)NC(=O)/C(=C\c3ccc(O)c(OC)c3)C2=O)cc1 | 0.2 | -1.9 | 2 | -13
COC(=O)[C@@H](NC(=O)C1CCN(c2nc(C)c3cc(C)c(C)cc3n2)CC1)C(C)C | 1.1 | 0.4 | -2 | 16
COc1ccccc1/C=C(/NC(=O)c1ccccc1)C(=O)NNC(=O)c1ccccc1 | 0.0 | -0.9 | 15 | 4
CCc1ccc(N2C(=O)C(Cl)=C(Nc3cccc(OC)c3)C2=O)cc1 | -0.2 | 0.7 | 54* | 13
NC(=O)C1CCN(C(c2ccc(F)cc2)c2nnnn2Cc2ccccc2)CC1 (stereo not drawn) | 0.1 | 4.8 | 1 | -2
CCOC(=O)c1c(NC(=O)/C=C/c2cccs2)sc(C)c1C | -0.1 | 0.6 | 2 | -14
COc1ccc(C)cc1S(=O)(=O)N(C)CC(=O)N1CCC(C(N)=O)CC1 | -0.1 | -1.2 | 1 | 18
CCCCNC(=O)C(=O)Nc1ccccc1C | 0.6 | -1.7 | -29 | 13
O=S1(=O)N=C(SCc2ccccc2Cl)Nc2ccc(F)cc21 | 0.4 | -0.2 | 6 | 1
N#C/C(C(=O)N1CCOCC1)=c1/s/c(=C\c2ccco2)c(=O)n1Cc1ccco1 | -0.1 | -1.4 | 5 | 4
Cc1cc2c(cc1C)NC(CC(=O)Nc1ccc(Cl)cc1[N+](=O)[O-])C(=O)N2 (stereo not drawn) | 0.1 | 3.0 | -5 | -9
CCN(CC)C(=O)CSc1nnc(Cc2ccccc2)n1CC | 0.6 | 0.7 | 0 | 8
O=C(N/N=C/c1ccc([N+](=O)[O-])cc1)c1ccccc1[N+](=O)[O-] | 0.0 | 0.4 | 1 | 10
COC(=O)c1sc(NC(=O)c2ccccc2OC)c(C#N)c1C | 0.0 | 3.0 | 5 | -4
CCc1nnc2sc(-c3ccc(C)c(NC(=O)c4cccs4)c3)nn12 | 0.2 | -0.3 | 15 | -14
COC(=O)C1=C(C)NC2=C(C(=O)CC(c3ccc(OC)c(OC)c3)C2)C1c1ccc(Br)cc1 (stereo not drawn) | 0.1 | -0.2 | 0 | 12
COc1ccc(N(C)S(=O)(=O)c2c(C)[nH]c(=O)[nH]c2=O)cc1 | 0.1 | 0.8 | 11 | 0
O=C(OCc1c(F)cccc1Cl)c1cnccn1 | 0.0 | -1.0 | -7 | -4
CCCC(=O)Nc1nn2c(CCC)nnc2s1 | 0.0 | -0.1 | -4 | 0
Cc1cccc(NC(=S)NCC(c2cccnc2)N2CCOCC2)c1 (stereo not drawn) | -0.1 | -1.4 | -1 | 10
COc1ccc([N+](=O)[O-])cc1NC(=O)Cn1cnc2scc(-c3ccccc3)c2c1=O | -0.1 | 0.2 | -5 | -8
CCc1cccc(CC)c1NC(=O)CN(c1ccc(F)cc1)S(C)(=O)=O | 0.2 | -0.6 | 5 | 0
CC1=NN(c2ccc(C(=O)O)cc2)C(=O)/C1=C\c1ccc([N+](=O)[O-])o1 | -0.1 | -0.8 | 6 | 71*
CC(=O)N/N=C/c1c[nH]c2ccc(Br)cc12 | 0.1 | -0.8 | 0 | 4
COc1ccc2c(C)c(Cl)c(=O)oc2c1 | -0.1 | -0.4 | 2 | -1
Cn1c(=O)c2c(-c3ccc(F)cc3)c(Nc3ccccc3)oc2n(C)c1=O | -1.0 | -5.4 | -61 | -5
CCN1C(=O)/C(=c2\sc3nc(-c4ccccc4C)nn3c2=O)c2ccccc21 | 0.0 | 1.0 | 4 | 11
O=C(NCCN1CCOCC1)c1ccc2c(c1)NC(=O)c1ccccc1S2 | -0.1 | 2.2 | -3 | -2
COC(=O)CSc1nc2ccccc2nc1Cc1ccc(F)cc1 | 0.1 | 0.1 | -14 | -3
O=C1N[C@@H](Cc2ccc(O)cc2)C(=O)N2C[C@@H](NCc3ccc(F)cc3F)C[C@@H]12 | 0.2 | 4.1 | 6 | 1
COc1ccc(S(=O)(=O)NCc2ccccc2C)cc1C | 0.1 | -0.8 | -6 | 1
Cc1ccc(CN(Cc2ccccn2)C(=S)Nc2cc(C)ccc2C)cc1 | 0.0 | 1.6 | -3 | -116
Cc1ccc(N(CC(=O)NC2CC2)S(C)(=O)=O)cc1 | 0.0 | 1.2 | 3 | 0
N#CCCN1CCN(C(=O)Nc2ccc(F)cc2)CC1 | -0.2 | 1.9 | 5 | 3
O=C(NCC1CCCO1)C1CCCN1C(=O)NC1CCCCC1 (stereo not drawn) | -0.1 | 1.9 | -3 | 10
Cc1cc(C)c2nc(SCCc3ccccc3)nc(C)c2c1 | -0.2 | -1.0 | -17 | -5
O=C(NC1CCSC1=O)c1ccc([N+](=O)[O-])o1 (stereo not drawn) | 0.0 | 2.3 | 20 | -3
CCc1ccc(NC(=O)CS(=O)(=O)c2ccc(C)cc2)cc1 | 0.1 | -0.7 | -11 | 1
O=C(O)CC1(CC(=O)Nc2cccc(Cl)c2)CCCC1 | -0.1 | 3.9 | 14 | 9
COc1cc(S(=O)(=O)NCCc2c[nH]c3ccccc23)ccc1-n1cnnn1 | -0.1 | -0.5 | 6 | 9
N=C1C(c2nc3ccccc3[nH]2)=C(O)CN1CCCO | 0.0 | 1.2 | -8 | 5
C[C@]12CCC3c4ccc(O)cc4CCC3C1CC[C@@H]2OC(=O)CCC1CCCC1 (stereo partly drawn) | 0.0 | 0.4 | 4 | 6
CCOc1ccc(-n2c(=S)sc3c(=O)n(-c4ccc(C)cc4)c(SCC(=O)NCc4ccccc4Cl)nc32)cc1 | 0.2 | -1.3 | -2 | 15
CCOC(=O)C1=C(C)N=c2s/c(=C/c3cc(C)n(-c4ccc(F)cc4)c3C)c(=O)n2C1c1ccc(F)cc1 (stereo not drawn) | -0.1 | 0.7 | 4 | -3
O=C(Nc1ccccc1)c1cc2cc(Br)ccc2oc1=Nc1cccc(F)c1 | 0.3 | -0.8 | -14 | 12
Cc1ccc(Cc2nnc(NC(=O)c3ccc(N(C)C)cc3)o2)cc1 | -0.2 | 0.2 | 15 | -5
O=C1OC(/C=C/c2ccc(Cl)cc2)=NC/1=C/c1cccc(Br)c1 | 0.0 | -0.4 | 0 | -6
COc1ccc(-c2noc(N(C)CC(=O)Nc3cc(Cl)c(OC)cc3OC)n2)cc1 | 0.0 | 1.9 | 0 | 1
C/C(=C/c1ccccc1)C(=O)N1CCN(c2ccccc2)CC1 | 0.0 | 1.0 | -12 | -20
CCn1nc(C)cc1C(=O)N1CCC[C@@H]2CN(S(=O)(=O)C(C)C)CC[C@H]21 | 0.3 | 0.7 | 3 | 14
CC1=C(C(=O)OC(C)C)C(c2ccccc2[N+](=O)[O-])c2c([nH]c(=O)[nH]c2=O)N1 (stereo not drawn) | 0.0 | 3.2 | 6 | 12
O=C(Nc1cccc(F)c1)Nc1ccnn1C1CCN(Cc2nccs2)CC1 | 0.0 | -0.5 | 13 | 1
Cc1ccc(N2C(=O)CC(N3CCN(c4ccccc4)CC3)C2=O)c(C)c1 (stereo not drawn) | 0.0 | -0.1 | 4 | 10
NNc1nn2c(=O)c3ccccc3nc2c2ccccc12 | 0.9 | -0.9 | -2 | 9
CCOc1ccc(-n2c(SCC(=O)C(C)(C)C)nc3c(sc(=S)n3-c3ccccc3)c2=O)cc1 | 0.1 | -1.2 | 3 | 22
CCCCn1c(N)c(N2CCC(C(N)=O)CC2)c(=O)[nH]c1=O | 0.0 | -0.9 | 9 | 14
CC(/C=C\c1ccccc1)=N/NC(=O)c1ccc([N+](=O)[O-])cc1 | 0.0 | -0.6 | -12 | 14
Next section
SMILES | FBW7 activator | GPR151 activ | TEAD-YAP block | MITF inh
Cc1ccccc1Nc1nc(N)nc(COC(=O)c2ccc(F)cc2)n1 | 0.4 | 3.3 | -16 | 0
CCN(CC(=O)Nc1ccc(C)c(F)c1)CC(=O)NC(C)(C)C | -0.1 | 0.5 | -8 | 0
O=C(/C=C/c1ccc(Br)cc1)On1c(-c2ccc(F)cc2)nc2ccccc2c1=O | -0.1 | 2.1 | 6 | 2
O=C(NCC1COCCO1)c1cc(COc2ccc(F)cc2F)on1 (stereo not drawn) | 0.0 | 1.0 | 3 | 4
O=C(CN1CCC2(CC1)NC(=O)N(Cc1ccc(F)cc1)C2=O)Nc1cccc(F)c1 | 0.2 | -0.4 | 10 | 7
COc1ccc(OC)c(/C(O)=C/C(=O)C(=O)Nc2cc(C)cc(C)c2)c1 | -0.2 | 0.5 | -2 | 21
Cc1cc(/C=N/NC(=O)CC#N)c(C)n1-c1cccc(Cl)c1 | -0.3 | -0.8 | 4 | 22
COc1ccc(OCc2nc(-c3ccc([N+](=O)[O-])cc3)no2)cc1 | 0.0 | 0.4 | 7 | 6
Cc1cc(C)c2c(N)c(C(=O)N3CCOCC3)sc2n1 | -0.1 | -1.5 | -4 | -6
Cc1cc(C)cc(NC(=O)CN2C(=O)CC(c3ccco3)Sc3ccccc32)c1 (stereo not drawn) | -0.2 | 1.3 | -1 | 2
CCCOc1nc2cc(C)ccc2cc1CNCCO | 0.0 | 1.0 | 5 | 1
O=C1CCSc2c1cccc2C(=O)NCc1ccc2c(c1)OCO2 | 0.3 | 5.6* | 26 | 3
Cc1sc2nc(CN3CCN(c4ccc(O)cc4)CC3)[nH]c(=O)c2c1C | -0.2 | 1.7 | 7 | 5
CCc1ccc(Nc2nc(-c3ccc(NC(C)=O)cc3)cs2)cc1 | 0.1 | -0.3 | -29 | 13
CCOC(=O)c1ccc(CN(Cc2ccc(Br)cc2)S(=O)(=O)c2c(C)cc(C)cc2C)cc1 | 0.0 | -1.4 | -11 | -1
CC(SCC(=O)Nc1ccc(F)cc1)C(=O)O (stereo not drawn) | -0.1 | -0.1 | 2 | 5
COC(=O)[C@@H]1C[C@@H](NC(=O)Cc2ccc(F)cc2)CN1Cc1ccc(C)cc1 | -0.1 | -0.5 | 3 | -7
CCOC(=O)C1=C(C)N=c2s/c(=C\c3ccccc3Cl)c(=O)n2C1c1ccc(OCC)c(OCC)c1 (stereo not drawn) | -0.1 | -0.2 | -6 | -1
CC(C)(C)c1ccccc1NC(=O)CN1C(=O)c2ccccc2C1=O | 0.6 | 0.6 | -7 | 0
O=[N+]([O-])c1ccc(S(=O)(=O)Nc2nnc(Cc3ccc(Cl)cc3)s2)cc1 | -0.3 | -0.7 | 9 | -3
O=[N+]([O-])c1cc([N+](=O)[O-])c2cc3ccccc3nc2c1 | 0.0 | -0.6 | -4 | -10
N#Cc1c(N)nc2c(c1-c1ccsc1)CCCCC2 | -0.1 | 1.1 | 3 | 1
CCn1c(SCC(=O)NCc2ccco2)nc2c(c1=O)SCC2 | 0.7 | -0.5 | 1 | 9
COc1ccc(OC)c(Nc2nnc(-c3cc4cc(Cl)ccc4oc3=O)s2)c1 | 0.1 | 0.3 | 0 | -10
CC(C)N1CCN(Cc2cc3ccccc3o2)CC1CCO (stereo not drawn) | 0.0 | 0.7 | -1 | 7
CN(C(=O)CC1C(=O)NCCN1Cc1cccc(Oc2ccccc2)c1)C1CCOCC1 (stereo not drawn) | -0.1 | 0.3 | 2 | -9
COc1ccc(NC(=O)NNC(=O)c2cc(C(C)C)cc(C(C)C)c2O)c(OC)c1 | 0.1 | -1.3 | -13 | -10
COCCNC(=O)C(=O)NCC1OCCCN1S(=O)(=O)c1ccc(F)cc1C (stereo not drawn) | 0.0 | 0.3 | 15 | 3
O=C(Cn1nc(-c2cccc(Cl)c2)ccc1=O)NCCN1CCOCC1 | 0.0 | 0.0 | -7 | 11
c1ccc(Nc2cc(Nc3ccc(-n4ccnc4)cc3)ncn2)cc1 | 0.1 | -0.2 | -3 | 9

Some of these compounds in order of number of heavy atoms, descending.
SMILES | FBW7 activator | GPR151 activ | TEAD-YAP block | MITF inh
CCOC(=O)C1=C(C)N=c2s/c(=C\c3ccccc3Cl)c(=O)n2C1c1ccc(OCC)c(OCC)c1 (stereo not drawn) | -0.1 | -0.2 | -6 | -1
CCOC(=O)c1ccc(CN(Cc2ccc(Br)cc2)S(=O)(=O)c2c(C)cc(C)cc2C)cc1 | 0.0 | -1.4 | -11 | -1
CN(C(=O)CC1C(=O)NCCN1Cc1cccc(Oc2ccccc2)c1)C1CCOCC1 (stereo not drawn) | -0.1 | 0.3 | 2 | -9
COc1ccc(NC(=O)NNC(=O)c2cc(C(C)C)cc(C(C)C)c2O)c(OC)c1 | 0.1 | -1.3 | -13 | -10
COC(=O)[C@@H]1C[C@@H](NC(=O)Cc2ccc(F)cc2)CN1Cc1ccc(C)cc1 | -0.1 | -0.5 | 3 | -7
O=[N+]([O-])c1ccc(S(=O)(=O)Nc2nnc(Cc3ccc(Cl)cc3)s2)cc1 | -0.3 | -0.7 | 9 | -3
CC(C)(C)c1ccccc1NC(=O)CN1C(=O)c2ccccc2C1=O | 0.6 | 0.6 | -7 | 0
CCn1c(SCC(=O)NCc2ccco2)nc2c(c1=O)SCC2 | 0.7 | -0.5 | 1 | 9
CC(C)N1CCN(Cc2cc3ccccc3o2)CC1CCO (stereo not drawn) | 0.0 | 0.7 | -1 | 7
O=[N+]([O-])c1cc([N+](=O)[O-])c2cc3ccccc3nc2c1 | 0.0 | -0.6 | -4 | -10
N#Cc1c(N)nc2c(c1-c1ccsc1)CCCCC2 | -0.1 | 1.1 | 3 | 1
CC(SCC(=O)Nc1ccc(F)cc1)C(=O)O (stereo not drawn) | -0.1 | -0.1 | 2 | 5
